Compound activity: PubChem, several laboratories
AddAB inh = growth inhibition of E. coli expressing H. pylori AddAB, primary screen, AddAB inhibitor project, absorbance; inhibition, % at 11.9 µM; actives 0.29% (n = 330,000); in the data active = inhibition above about 12%;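 also: 0% = vehicle wells of infected cells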
DSG3 Ab inh = inhibitors of pemphigus antibody binding to DSG3, primary screen, biochemical, bead-based, flow cytometry, scFv-GFP; binding (percent of control), % at 10 µM; Desmoglein-3 (Homo sapiens), P32926; actives 0.48% (n = 310,000); DSG3-coupled beads, scFv-anti-DSG3-GFP binding; stronger effect = lower value;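 active = binding more than 3 SD below its plate's average and above zero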;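 also: hits lower antibody fragment binding to DSG3; some compounds called inactive have numbers as strong as hits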
Ecoli viability = E. coli V3065 growth inhibition, primary screen, counter-screen for AddAB inhibitor project, absorbance, OD600; 18 h; inhibition, % at 11.9 µM; actives 0.27% (n = 330,000); AID 449728, 2010;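 active = inhibition above the campaign's mean inhibition across all tested compounds plus 3 SD, cut at about 9.9% in these data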;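 also: uninfected addAB+ strain grown without phage in ampicillin broth; 0% = DMSO wells and 100% = ciprofloxacin 0.95 µg/ml wells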
OPRM1-OPRD1 inv = inverse agonists of MOR-DOR heterodimerization, primary screen, cell-based, luminescence; cell-based MOR-DOR heterodimer luminescence, inverse agonism; Mu-type opioid receptor (Homo sapiens) + Delta-type opioid receptor (Homo sapiens), …; inhibition, % at 9.3 µM; actives 0.21% (n = 340,000); in the data active = inhibition above about 22%, passing the limit was not always enough;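 also: 0% = cells with DMSO and 100% = wells without cells with DMSO; values of inactives mirror those of a sister screen read the other way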
HTR5A inv ag = HTR5A inverse agonists in luminescence cell assay, primary screen, counter-screen for OPRM1-OPRD1 heterodimer inverse agonist project, full-deck HTS; inhibition, % at 9.3 µM; 5-hydroxytryptamine receptor 5A (Homo sapiens), P47898; actives 0.083% (n = 340,000); HTR5A cell line, inverse agonism; in the data active = inhibition mostly above about 23%, no sharp cut-off; inactive = mostly below about 18%;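 also: 0% = cells with DMSO and 100% = no-cell wells with DMSO; some compounds called inactive have numbers as strong as hits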
Target sequence (P47898 whole entry, looked up): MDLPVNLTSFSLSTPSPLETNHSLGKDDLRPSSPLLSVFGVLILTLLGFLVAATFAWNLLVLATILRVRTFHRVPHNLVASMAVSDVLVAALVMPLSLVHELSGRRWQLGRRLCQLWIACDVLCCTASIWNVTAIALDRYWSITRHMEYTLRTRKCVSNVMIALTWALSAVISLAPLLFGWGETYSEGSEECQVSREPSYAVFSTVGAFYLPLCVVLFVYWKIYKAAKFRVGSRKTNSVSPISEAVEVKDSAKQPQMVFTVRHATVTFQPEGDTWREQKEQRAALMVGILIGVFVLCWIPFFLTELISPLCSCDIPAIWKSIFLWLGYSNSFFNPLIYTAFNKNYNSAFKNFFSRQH
PKA-R1A act = activators of PKA-R1A holoenzyme, primary screen, biochemical, fluorescence polarization, Cy5-IP20, bovine R1A, mouse PKAc | PKA-R1A dissociation; scaled: DMSO 0%, 113 µM cGMP 100% | activation, % at 11.4 µM | actives 0.083% (n = 340,000) | AID 504707, 2011;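 active = percent activation above the mean of all tested compounds plus 3 SD, cut at about 19% in these data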;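 also: higher means more PKAc released from R1A so a rise in polarization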
MOR-DOR ag = agonists of OPRM1-OPRD1 heterodimerization, primary screen, cell-based, luminescence. Mu-type opioid receptor (Homo sapiens) + Delta-type opioid receptor (Homo sapiens), …. cells. activation, % at 9.3 µM. actives 0.3% (n = 340,000). AID 504326, 2011; in the data active = activation above about 18%;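 also: 0% = vehicle-treated cells and 100% = reference agonist; values of inactives mirror those of a sister screen read the other way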
SUMO Mot1 rescue = yeast Mot1-301 growth rescue at high temperature, primary screen, SUMOylation pathway inhibitor project, S. cerevisiae, ATP luminescence, 38.5C; S. cerevisiae Mot1-301 growth rescue; percent above DMSO median, 100 means doubled; growth rescue, % at 18.8 µM; actives 1% (n = 320,000); AID 2716, 2010;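 active = every valid replicate shows activation above 250% relative to neutral control wells; inactive = the rest, any valid replicate at or below 250%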;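 also: OY570 slx delta 5 strain wells were the positive control but not used for scaling; some compounds called inactive have numbers as strong as hits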
HTR5A ag ctr = HTR5A agonists in luminescence cell assay, primary screen, counter-screen for OPRM1-OPRD1 heterodimer agonist project, full-deck HTS; 5-hydroxytryptamine receptor 5A (Homo sapiens), P47898; cell-based; activation, % at 9.3 µM; actives 0.61% (n = 340,000); AID 504692, 2011; in the data active = activation mostly above about 9.5%, no sharp cut-off; inactive = mostly below about 7.6%;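 also: 0% = cells with vehicle only and 100% = reference agonist; strong numbers were not always called active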
PfHsp90 set2 = growth inhibition of PfHsp90-expressing yeast, primary screen, antimalarial PfHsp90 inhibitor project, S. cerevisiae, BacTiter-Glo luminescence, single point, set 2; BacTiter-Glo ATP, 48 h; yeast lacking PDR1 and PDR3 efflux regulators; actives 0.32% (n = 310,000); inhibition, % at 9.4 µM;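 active = every replicate shows inhibition above about 80%, whatever the replicate mean, limit read from the data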;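 also: 0% = DMSO neutral controls and 100% = 20 µM radicicol positive controls; yeast relying on Plasmodium falciparum Hsp90 in place of its own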
phage Ecoli inh = growth loss of phage-infected E. coli, primary screen, RecBCD inhibitor project, absorbance, with phage, HTS; inhibition, % at 11.9 µM; actives 0.26% (n = 360,000); AID 651602, 2012; in the data active = inhibition above about 11%
Numbers without * were called inactive.

Screening O=S(=O)(Nc1cccc(-c2cn3c(n2)SCC3)c1)c1ccccc1 returned AddAB inh -0.1, DSG3 Ab inh 108, Ecoli viability 0.2, OPRM1-OPRD1 inv 1, HTR5A inv ag -8, PKA-R1A act -1, MOR-DOR ag -0.4, SUMO Mot1 rescue -5, HTR5A ag ctr 3, PfHsp90 set2 18 and phage Ecoli inh 3.0.
For O=C(Nc1cccc(S(=O)(=O)N2CCOCC2)c1)C12CC3CC(CC(C3)C1)C2 the results were AddAB inh 0.8, Ecoli viability -1.6, OPRM1-OPRD1 inv -2, HTR5A inv ag -5, PKA-R1A act -10, MOR-DOR ag 0.4, SUMO Mot1 rescue -1, HTR5A ag ctr 1, PfHsp90 set2 -14 and phage Ecoli inh 2.5.
`C=CCn1c(SCC(=O)NC2CCS(=O)(=O)C2)nc2scc(C3CC3)c2c1=O` (stereo unspecified) gave AddAB inh 0.7, DSG3 Ab inh 99, Ecoli viability -1.7, OPRM1-OPRD1 inv 13, HTR5A inv ag 10, PKA-R1A act -5, MOR-DOR ag -2.1, SUMO Mot1 rescue -4, HTR5A ag ctr -4, PfHsp90 set2 -5 and phage Ecoli inh 0.5.
CSc1nnc(-c2cc3c(s2)-c2ccccc2CC3)o1 was read as AddAB inh 3.6, DSG3 Ab inh 95, Ecoli viability -1.4, OPRM1-OPRD1 inv -24, HTR5A inv ag 0, PKA-R1A act 9, MOR-DOR ag 5.2, SUMO Mot1 rescue 3, HTR5A ag ctr 5, PfHsp90 set2 -19 and phage Ecoli inh 1.9.
O=C(Nc1c2c(nn1-c1ccccc1)CS(=O)(=O)C2)c1ccccc1C(F)(F)F was read as AddAB inh -1.9, DSG3 Ab inh 99, Ecoli viability 0.1, OPRM1-OPRD1 inv 10, HTR5A inv ag 7, PKA-R1A act -8, MOR-DOR ag -1.5, SUMO Mot1 rescue 4, HTR5A ag ctr 3, PfHsp90 set2 -14 and phage Ecoli inh 2.0.
Screening O=C(Cc1cccc(NC(=O)C2CCCN(C(=O)C3CCC3)C2)c1)Nc1cccc(C(=O)N2CCCC2)c1 (stereo unspecified) returned AddAB inh 1.3, DSG3 Ab inh 107, Ecoli viability 0.0, OPRM1-OPRD1 inv 14, HTR5A inv ag -12, PKA-R1A act -6, MOR-DOR ag -2.6, SUMO Mot1 rescue -5, HTR5A ag ctr -1, PfHsp90 set2 13 and phage Ecoli inh 2.9.
For O=C(CN1C(=O)c2ccccc2C1=O)NC1(C(=O)O)CCCC1 the results were DSG3 Ab inh 112, OPRM1-OPRD1 inv 3, HTR5A inv ag 11, PKA-R1A act -17, MOR-DOR ag -0.6, HTR5A ag ctr -3, PfHsp90 set2 -1 and phage Ecoli inh 1.2.
Screening COc1ccccc1-n1c(SCC(=O)Nc2ccc(C)cc2)nc(O)cc1=O returned AddAB inh -1.5, DSG3 Ab inh 117, Ecoli viability -1.5, OPRM1-OPRD1 inv 3, HTR5A inv ag 2, PKA-R1A act -5, MOR-DOR ag -0.5, SUMO Mot1 rescue 2, HTR5A ag ctr 5, PfHsp90 set2 -2 and phage Ecoli inh 0.2.
COc1ccc(CNC(=O)Cn2cccc2C(=O)c2ccccc2)cc1 was read as AddAB inh 1.7, Ecoli viability -1.3, OPRM1-OPRD1 inv 14, HTR5A inv ag 1, PKA-R1A act -7, MOR-DOR ag -2.7, SUMO Mot1 rescue -7, HTR5A ag ctr 0, PfHsp90 set2 11 and phage Ecoli inh 2.1.
For Cc1[nH]c(=O)c(C#N)c(C)c1[N+](=O)[O-] the results were AddAB inh -2.0, DSG3 Ab inh 94, Ecoli viability 0.9, OPRM1-OPRD1 inv 19, HTR5A inv ag 16, PKA-R1A act -13, MOR-DOR ag -3.7, SUMO Mot1 rescue 9, HTR5A ag ctr -3, PfHsp90 set2 23 and phage Ecoli inh 0.9.
`CN(Cc1ccccc1Cl)C(=O)C1CCC(=O)N(C2CCCCCC2)C1` (stereo unspecified) gave OPRM1-OPRD1 inv 13, HTR5A inv ag 1, PKA-R1A act 2, MOR-DOR ag -2.5, HTR5A ag ctr -1, PfHsp90 set2 10 and phage Ecoli inh 1.8.
FC(F)(F)c1ccc(Cl)c(-n2c(Cc3cccs3)n[nH]c2=S)c1 was read as AddAB inh 1.8, DSG3 Ab inh 107, Ecoli viability -0.8, OPRM1-OPRD1 inv -3, HTR5A inv ag 9, PKA-R1A act 6, MOR-DOR ag 0.7, SUMO Mot1 rescue -19, HTR5A ag ctr -4, PfHsp90 set2 -28 and phage Ecoli inh 2.8.
For COc1ccc2c(c1)C(SCC(=O)NCCc1ccc(Cl)cc1)CC(C)(C)O2 (stereo unspecified) the results were AddAB inh 2.9, DSG3 Ab inh 112, Ecoli viability 1.2, OPRM1-OPRD1 inv 2, HTR5A inv ag 1, PKA-R1A act -6, MOR-DOR ag -0.4, SUMO Mot1 rescue 5, HTR5A ag ctr 0, PfHsp90 set2 14 and phage Ecoli inh 0.8.
`CCC1CCCCN1S(=O)(=O)c1ccc(NC(=O)C2CCN(C(=O)c3ccco3)CC2)cc1` (stereo unspecified) gave AddAB inh 3.0, DSG3 Ab inh 108, Ecoli viability 2.0, OPRM1-OPRD1 inv 11, HTR5A inv ag 8, PKA-R1A act -10, MOR-DOR ag -2.0, SUMO Mot1 rescue 1, HTR5A ag ctr -3, PfHsp90 set2 1 and phage Ecoli inh 0.7.
Screening CCOC(=O)c1c(C)sc(Sc2ccc(Cl)cc2[N+](=O)[O-])c1OC returned AddAB inh 3.7, DSG3 Ab inh 97, Ecoli viability -2.1, OPRM1-OPRD1 inv -10, HTR5A inv ag 20, PKA-R1A act 1, MOR-DOR ag 2.1, SUMO Mot1 rescue -8, HTR5A ag ctr 1 and phage Ecoli inh 2.2.
Cc1cccn2cc(-c3cccc(S(=O)(=O)N4CC(C)OC(C)C4)c3)nc12 (stereo unspecified) was read as AddAB inh 1.5, DSG3 Ab inh 107, Ecoli viability -2.0, OPRM1-OPRD1 inv 1, HTR5A inv ag -1, PKA-R1A act 8, MOR-DOR ag -0.2, SUMO Mot1 rescue -2, HTR5A ag ctr 3, PfHsp90 set2 13 and phage Ecoli inh 0.9.
For C=CCc1ccc(OCCCCNC2CCCC2)c(OC)c1 the results were AddAB inh 2.9, DSG3 Ab inh 105, Ecoli viability -0.4, OPRM1-OPRD1 inv 14, HTR5A inv ag -9, PKA-R1A act -13, MOR-DOR ag -2.5, SUMO Mot1 rescue 20, HTR5A ag ctr 3, PfHsp90 set2 -23 and phage Ecoli inh 2.7.
`O=C(CSc1nnnn1-c1ccc(O)cc1)c1ccc(F)cc1` gave AddAB inh -4.2, DSG3 Ab inh 103, Ecoli viability -0.6, SUMO Mot1 rescue -13, PfHsp90 set2 -7 and phage Ecoli inh 1.9.
O=C(Nc1ccc(N2CCCC2)cc1)c1ccccc1F was read as AddAB inh -1.1, DSG3 Ab inh 96, Ecoli viability -2.5, OPRM1-OPRD1 inv -1, HTR5A inv ag 7, PKA-R1A act 3, MOR-DOR ag 0.1, SUMO Mot1 rescue 6, HTR5A ag ctr -2, PfHsp90 set2 11 and phage Ecoli inh 2.5.
Screening COc1ccc(C(=O)NCC(=O)NCC(c2ccco2)N(C)C)cc1OC (stereo unspecified) returned AddAB inh 1.9, DSG3 Ab inh 107, Ecoli viability 2.0, OPRM1-OPRD1 inv -2, HTR5A inv ag 13, PKA-R1A act 1, MOR-DOR ag 0.4, SUMO Mot1 rescue -6, HTR5A ag ctr -4, PfHsp90 set2 -16 and phage Ecoli inh 3.1.
`COc1ccc(C=C2NC(=S)NC2=O)cc1` gave DSG3 Ab inh 114, OPRM1-OPRD1 inv 12, HTR5A inv ag 12, PKA-R1A act -11, MOR-DOR ag -2.4, HTR5A ag ctr -3, PfHsp90 set2 7 and phage Ecoli inh 1.3.
Cc1ccc(NC(=O)CSc2nc3ccccc3c(=O)n2CCCC(=O)NCCCN2CCOCC2)cc1 was read as AddAB inh -2.5, Ecoli viability -4.2, OPRM1-OPRD1 inv 5, HTR5A inv ag 17, PKA-R1A act -5, MOR-DOR ag -1.2, SUMO Mot1 rescue 2, HTR5A ag ctr 4, PfHsp90 set2 -16 and phage Ecoli inh 1.6.
`Cc1cc(NC(=O)c2ccc(Cl)cc2)ccc1NC(=O)c1ccccc1Cl` gave AddAB inh 2.1, DSG3 Ab inh 105, Ecoli viability 1.6, OPRM1-OPRD1 inv 4, HTR5A inv ag -8, PKA-R1A act 2, MOR-DOR ag -0.8, SUMO Mot1 rescue -1, HTR5A ag ctr 2, PfHsp90 set2 5 and phage Ecoli inh 0.9.
Screening CN(CCc1nc2ccccc2[nH]1)Cc1nc(CC2CC2)no1 returned AddAB inh 3.1, DSG3 Ab inh 107, Ecoli viability 0.1, OPRM1-OPRD1 inv 1, HTR5A inv ag 1, PKA-R1A act 4, MOR-DOR ag -0.1, SUMO Mot1 rescue 12, HTR5A ag ctr -7, PfHsp90 set2 -10 and phage Ecoli inh 3.6.
Screening O=C(N[C@@H](Cc1ccccc1)C(=O)OCc1ccccc1)c1nc[nH]c1C(=O)N1CCN(c2ccccc2)CC1 returned AddAB inh 2.1, DSG3 Ab inh 103, Ecoli viability 0.2, OPRM1-OPRD1 inv -16, HTR5A inv ag -32, PKA-R1A act -3, MOR-DOR ag 2.9, SUMO Mot1 rescue 101, HTR5A ag ctr 13* and phage Ecoli inh -0.6.
Screening COCCN1C(=O)N[C@@H](CCc2ccccc2)[C@H](C(=O)OC)[C@H]1C returned AddAB inh 1.0, DSG3 Ab inh 111, Ecoli viability -1.5, OPRM1-OPRD1 inv 2, HTR5A inv ag 19, PKA-R1A act -6, MOR-DOR ag -0.4, SUMO Mot1 rescue 12, HTR5A ag ctr -7, PfHsp90 set2 -12 and phage Ecoli inh 2.0.

2 successive compounds already listed:
O=C(Nc1ccc(N2CCCC2)cc1)c1ccccc1F was read as AddAB inh -1.1, DSG3 Ab inh 96, Ecoli viability -2.5, OPRM1-OPRD1 inv -1, HTR5A inv ag 7, PKA-R1A act 3, MOR-DOR ag 0.1, SUMO Mot1 rescue 6, HTR5A ag ctr -2, PfHsp90 set2 11 and phage Ecoli inh 2.5.
Screening COc1ccc(C(=O)NCC(=O)NCC(c2ccco2)N(C)C)cc1OC (stereo unspecified) returned AddAB inh 1.9, DSG3 Ab inh 107, Ecoli viability 2.0, OPRM1-OPRD1 inv -2, HTR5A inv ag 13, PKA-R1A act 1, MOR-DOR ag 0.4, SUMO Mot1 rescue -6, HTR5A ag ctr -4, PfHsp90 set2 -16 and phage Ecoli inh 3.1.
